RGS4-Gao reg – human RGS4-Galphao interaction regulation. Multiplexed bead flow cytometry, RGS4-Galphao binding; actives lie on both sides. binding response (% of control), % at 10 µM. 0.33% of 220,000 active. AID 1415; in the data active = binding response below about 49% or above about 150%; inactive = in between;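 also: fluorescent Galphao activated with aluminum fluoride binding bead-coupled RGS4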
Target sequence (P09471 whole entry, looked up): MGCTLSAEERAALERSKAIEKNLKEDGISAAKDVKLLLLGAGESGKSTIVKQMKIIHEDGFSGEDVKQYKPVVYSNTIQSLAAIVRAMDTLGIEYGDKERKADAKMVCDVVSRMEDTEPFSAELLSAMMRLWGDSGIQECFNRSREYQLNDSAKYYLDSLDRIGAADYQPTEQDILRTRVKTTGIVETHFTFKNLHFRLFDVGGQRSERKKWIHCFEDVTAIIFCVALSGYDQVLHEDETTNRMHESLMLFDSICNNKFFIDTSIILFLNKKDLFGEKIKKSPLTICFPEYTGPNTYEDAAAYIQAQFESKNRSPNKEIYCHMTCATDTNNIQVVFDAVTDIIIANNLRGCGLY
RGS8-Gao – regulators of human RGS8-Galphao interaction; P09471; response (percent of control binding), % at 10 µM; multiplexed bead flow cytometry, RGS8-Galphao binding; actives lie on both sides; 0.34% of 220,000 active; in the data active = response below about 60% or above about 140%; inactive = in between;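 also: Galphao activated as the GDP aluminium fluoride complex binding bead-coupled RGS8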
Bfl-1 Bim block – inhibitors of Bim-Bfl-1 interaction, human; Bead-based flow cytometry, Bim-Bfl-1 binding inhibition; inhibition, % at 10 µM; 0.12% of 190,000 active; AID 1008;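 also: 0% = wells without compound plus tracer and 100% = blocker peptide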
RGS7-Gao – modulates binding of RGS7 to human Galphao. Multiplexed bead flow cytometry; actives lie on both sides. binding response (% of control), % at 10 µM. 0.35% of 220,000 active. AID 1439; in the data active = binding response below about 49% or above about 150%; inconclusive = no clear call, values can overlap the other calls; inactive = in between;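 also: fluorescent Galphao held in activated GDP-AlF4 state binding bead-coupled RGS7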
Bcl-2 Bim block – disrupts Bim peptide binding to human Bcl-2; 0.06% of 190,000 active; Bead-based flow cytometry, Bim peptide-Bcl-2 binding; inhibition, % at 10 µM; P10415; in the data active = inhibition above about 40%; inconclusive = no clear call, values can overlap the other calls;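 also: 0% = no compound wells with probe peptide and 100% = reference peptide inhibitor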
Target sequence (P10415 whole entry, looked up): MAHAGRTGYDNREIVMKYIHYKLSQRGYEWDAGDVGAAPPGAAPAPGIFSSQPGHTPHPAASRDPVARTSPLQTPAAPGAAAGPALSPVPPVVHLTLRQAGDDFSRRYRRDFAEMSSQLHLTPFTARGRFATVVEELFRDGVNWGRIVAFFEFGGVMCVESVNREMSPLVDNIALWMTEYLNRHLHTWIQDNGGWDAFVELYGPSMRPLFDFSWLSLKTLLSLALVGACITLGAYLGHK
Bcl-W Bim block – human Bim-Bcl-W interaction inhibition; Q92843; bead-based flow cytometry, Bim peptide-Bcl-W binding; inhibition, % at 10 µM; 0.02% of 190,000 active;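 also: 0% = bound tracer without compound and 100% = peptide blocker; higher means less fluorescent Bim peptide bound to Bcl-W beads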
Target sequence (Q92843 whole entry, looked up): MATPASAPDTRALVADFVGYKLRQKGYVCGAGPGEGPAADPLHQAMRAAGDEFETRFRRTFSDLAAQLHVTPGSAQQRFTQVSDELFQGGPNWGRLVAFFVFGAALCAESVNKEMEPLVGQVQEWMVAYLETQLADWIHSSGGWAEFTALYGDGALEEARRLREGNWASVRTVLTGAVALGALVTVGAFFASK
Mcl1 Noxa PPI – Mcl-1/Noxa interaction inhibition; Q07820; TR-FRET Mcl-1/Noxa peptide binding, 2 h; inhibition, % at 21.7 µM; 1.5% of 220,000 active; AID 1022;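 active = compounds that cut the protein-peptide binding signal by more than 50% relative to plate controls in a single-dose test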;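 also: His-tagged Mcl-1 with rhodamine Noxa BH3 peptide and terbium anti-His antibody; 0% = Mcl-1 plus Noxa peptide wells and 100% = peptide-only wells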
Bim-Bcl-B – inhibitors of Bim-Bcl-B interaction, human. Q9HD36. bead-based flow cytometry, Bim peptide-Bcl-B binding. inhibition, % at 10 µM. 0.073% of 190,000 active. AID 951;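 also: 0% = tracer peptide without compound and 100% = reference inhibitor peptide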
Bcl-XL Bim block – disrupts Bim peptide binding to human Bcl-XL. AID 1007. bead flow cytometry, fluorescence. inhibition, % at 10 µM. 0.04% of 190,000 active. Q07817
Target sequence (Q07817 whole entry, looked up): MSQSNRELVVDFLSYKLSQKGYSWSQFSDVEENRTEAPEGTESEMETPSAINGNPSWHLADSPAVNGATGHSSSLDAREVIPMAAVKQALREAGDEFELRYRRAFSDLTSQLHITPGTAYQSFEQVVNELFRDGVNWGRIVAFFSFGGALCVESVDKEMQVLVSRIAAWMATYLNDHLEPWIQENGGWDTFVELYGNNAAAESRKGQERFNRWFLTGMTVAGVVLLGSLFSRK
Bim-Mcl-1 – disrupts Bim peptide binding to human Mcl-1; Q07820; Bead-based flow cytometry, Bim peptide-Mcl-1 binding; inhibition, % at 10 µM; 0.1% of 190,000 active; AID 1009;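 also: 0% = no compound tracer wells and 100% = peptide blocker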
Mcl1 Bid PPI – disrupts binding of human Mcl-1 to Bid peptide. Q07820. AID 1021. inhibition, % at 21.7 µM. TR-FRET Mcl-1/Bid-Dy647 peptide binding, 1536-well. 0.97% of 220,000 active;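 active = compounds that cut the binding signal by more than half at the single screening dose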;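 also: His-tagged Mcl-1 with europium anti-His antibody binding Bid BH3 peptide; 0% = Mcl-1 plus peptide wells and 100% = peptide-only wells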
* = called active by the depositor; u = inconclusive; x = no result given. Rule as the data show it, unless noted: active = inhibition above about 40%.

Values run as follows: RGS4-Gao reg	RGS8-Gao	Bfl-1 Bim block	RGS7-Gao	Bcl-2 Bim block	Bcl-W Bim block	Mcl1 Noxa PPI	Bim-Bcl-B	Bcl-XL Bim block	Bim-Mcl-1	Mcl1 Bid PPI
Cc1ccc(C(=O)CSc2nc3ccccc3o2)cc1
  94.4	97.6	-16.0	92.3	-8.0	-2.0	-15.1	-13.0	-7.0	-6.0	-22.1
Cc1ccc2cc(CN(CCCN(C)C)C(=O)NCc3ccccc3)c(=O)[nH]c2c1C
  103.7	102.3	-1.0	101.6	0.0	-3.0	10.5	0.0	-2.0	-4.0	2.4
CCOC(=O)c1c(C)[nH]c(C(=O)COC(=O)CNC(=O)C2CCCCC2)c1C
  101.7	99.3	-13.0	95.2	-4.0	2.0	-5.9	-6.0	-2.0	0.0	-19.1
CCOC(=O)c1c(NC(NC(=O)C(C)C)C(Cl)(Cl)Cl)sc2c1CCC2 (centres undefined)
  84.0	94.3	0.0	105.5	2.0	1.0	16.5	-2.0	-2.0	-1.0	-26.0
Cc1ccc2nc(N(CCCN(C)C)C(=O)CCc3ccccc3)sc2c1
  105.5	100.5	-10.0	102.3	-2.0	-4.0	17.6	-11.0	-9.0	-6.0	3.4
CN(CC(=O)Nc1ccc(F)c(Cl)c1)S(=O)(=O)c1cccc2nsnc12
  100.7	99.1	-23.0	104.2	-8.0	-3.0	-10.8	-7.0	-9.0	-4.0	-23.8
CN(C)c1c2ccccc2nc2c(F)c(F)c(F)c(F)c12
  102.6	104.3	-1.0	108.9	0.0	0.0	27.3	-1.0	-2.0	-3.0	-35.3
O=C(Nc1ccc(-c2cn3c(n2)SCC3)cc1)c1ccco1
  101.8	100.7	x	x	x	x	19.2	x	x	x	-9.0
CC1CCCCN1S(=O)(=O)c1ccc(C(=O)Nc2ccccc2-c2nc3ccccc3s2)cc1 (centres undefined)
  x	x	0.0	x	-1.0	0.0	-27.1	0.0	-1.0	-1.0	-6.1
Cc1ccccc1-n1c(=O)cc(NCc2ccc3c(c2)OCO3)[nH]c1=O
  106.4	102.0	-14.0	100.8	-7.0	3.0	14.4	-3.0	-2.0	-1.0	-27.5
CC(N=C(NC#N)Nc1ccncc1)C(C)(C)C (centres undefined)
  97.3	113.0	0.0	100.8	-3.0	1.0	6.1	-5.0	-1.0	-1.0	3.4
CCn1c(CNC(=O)COc2ccc(C(C)C)cc2)nnc1SCC(=O)Nc1ccc(F)cc1
  98.9	103.3	-10.0	103.6	-8.0	1.0	6.3	-4.0	-1.0	0.0	0.6
Cc1ccc(N(CC(=O)NC2CCCCC2)C(=O)Cn2nnc(-c3ccc(C)o3)n2)cc1
  101.1	100.5	-6.0	104.7	-5.0	-3.0	-6.0	-2.0	-2.0	-2.0	-12.2
CCC(C)NC(=O)NC1C(NC(=O)NC(C)CC)N(C)C(=O)N1C (centres undefined)
  102.3	101.1	-9.0	102.3	-10.0	-1.0	5.3	-1.0	-4.0	-3.0	12.9
CC(=O)CSc1nnc(-c2ccncc2)n1C
  99.8	100.2	-2.0	98.7	0.0	-5.0	-1.0	0.0	-1.0	0.0	-47.0
CC(C)C(=O)Nc1ccc2c(c1)oc1ccccc12
  98.4	102.9	-17.0	99.8	-11.0	-1.0	8.7	-7.0	-1.0	0.0	3.0
COc1ccc(Cl)cc1NC(=O)CSc1nncn1-c1cccnc1
  97.7	96.3	-19.0	98.3	-12.0	-5.0	13.8	-12.0	-10.0	-4.0	-12.1
Nc1[nH]n(-c2ccccc2)c(=O)c1N=Nc1ccc2c(c1)OCO2
  100.2	100.1	x	u	x	x	20.0	x	x	x	-64.0
CCN(CC)CCNC(=O)c1ccc(N2CCCCC2)c(NS(=O)(=O)c2ccc(C)cc2)c1
  103.2	103.5	-8.0	100.5	-6.0	5.0	0.8	-5.0	1.0	1.0	-67.7
COc1ccc(CN(C(=O)COc2ccccc2)c2ccccc2C(=O)O)cc1
  103.1	100.1	x	u	x	x	28.5	x	x	x	-17.1
CCOc1ccccc1C1NC(=O)NC(C)=C1C(=O)OC1CCCCC1 (centres undefined)
  100.1	100.2	-10.0	97.9	-9.0	-4.0	9.1	-8.0	-14.0	-3.0	4.6
C=CCNC(=O)CSc1nc2sc(C)c(C)c2c(=O)[nH]1
  103.1	102.7	-10.0	102.0	-5.0	2.0	17.4	-2.0	-1.0	0.0	10.4
COc1ccc(-n2c(SCC(=O)Nc3cc(C)on3)nc3c([nH]c4ccccc43)c2=O)cc1
  101.1	104.1	-2.0	100.7	-1.0	3.0	-37.7	-4.0	-3.0	1.0	-6.5
N/C(=N\O)C1COc2ccccc2O1 (centres undefined)
  102.0	100.4	-3.0	102.0	-3.0	-4.0	3.9	-3.0	-3.0	-2.0	27.4
CCCNC(=O)C1CCN(S(=O)(=O)c2ccc3nc4c(c(C(=O)O)c3c2)CCCCC4)CC1
  102.9	102.2	-12.0	100.2	-9.0	-1.0	17.1	-8.0	-2.0	0.0	-2.6
CCC(C)C(=O)Nc1nnc(SCC(=O)Nc2ccc(F)cc2)s1 (centres undefined)
  103.4	108.8	-8.0	105.5	-1.0	-3.0	1.3	-5.0	0.0	-2.0	-10.4
COc1ccccc1-c1nnc(SC)n1C
  94.3	91.4	8.0	92.8	0.0	1.0	8.3	2.0	1.0	1.0	10.3
O=C1CCC(=O)N1c1ccccc1-c1ccccc1
  103.5	103.8	-9.0	104.2	-4.0	3.0	12.9	-8.0	10.0	0.0	-22.8
O=C1CN(C(=O)CNCc2cccc(Cl)c2)c2ccccc2N1
  90.3	96.9	x	u	x	x	16.7	x	x	x	18.3
COc1ccccc1N1CCN(Cc2cn[nH]c2-c2ccc(F)cc2)CC1
  106.7	102.8	x	u	x	x	-0.1	x	x	x	-12.0
CCOC(=O)c1ccc(NC(=S)N(CCCN2CCCCC2)Cc2ccco2)cc1
  99.3	103.8	-13.0	103.5	-6.0	-3.0	9.9	-6.0	-3.0	0.0	-29.6
Cc1ccc(S(=O)(=O)CCSc2n[nH]c(=O)n2-c2ccccc2)cc1
  104.9	102.4	x	u	x	x	-1.4	x	x	x	-8.0
O=C(c1cccs1)N1CCN(Cc2ccccc2)CC1
  105.2	101.0	0.0	99.7	-2.0	-4.0	-0.2	-4.0	-2.0	-5.0	-16.0
CCN(CC)c1ccc(NC(=O)CSc2nnc(N)s2)cc1C
  105.5	102.0	-10.0	104.6	-9.0	1.0	19.3	-8.0	-6.0	-1.0	-10.5
CCC(C)CCCCNC1=NCCS1 (centres undefined)
  108.2	104.1	4.0	u	0.0	-2.0	21.6	-2.0	-1.0	0.0	-5.5
Cc1cc(C)nc(NS(=O)(=O)c2ccc(N3C(=O)c4ccccc4C3=O)cc2)n1
  99.9	101.8	20.0	99.9	19.0	18.0	21.3	19.0	25.0	21.0	-3.9
COc1cccc(-n2nnc3c(=O)n(CC(=O)N4CCCc5ccccc54)cnc32)c1
  100.4	92.8	-2.0	102.4	0.0	-4.0	8.5	-5.0	1.0	-3.0	-8.7
O=C(N/N=C/c1cc(Cl)cc([N+](=O)[O-])c1O)c1cc(-c2ccccn2)nc2ccccc12
  95.3	96.4	x	u	x	x	0.2	x	x	x	-71.0
O=C(CN1CCC(NC(=O)c2ccco2)CC1)Nc1cccc2ccccc12
  118.7	107.2	x	116.5	u	x	-21.4	x	x	x	-9.5
CC1CCN(C(=O)C(C)c2ccc([N+](=O)[O-])cc2)CC1 (centres undefined)
  97.5	99.0	-7.0	u	-6.0	-4.0	-7.0	-6.0	-5.0	-1.0	-17.9
CCOc1ccccc1N1CN(Cc2ccccc2)CNC1=S
  101.1	100.5	x	u	x	x	-5.9	x	x	x	-73.5
COc1cc(OC)c(C(=O)Nc2ccc(N(C)C)cc2)cc1OC
  101.2	100.8	8.0	100.8	2.0	3.0	51.8*	2.0	1.0	-1.0	-35.1
Cc1ccc(-c2cn3cccnc3n2)cc1NC(=O)c1cccs1
  101.5	100.8	-15.0	100.4	-7.0	-2.0	19.3	-8.0	-3.0	-2.0	-32.4
CC(COc1cccc2ccccc12)CN1CCN(C)CC1 (centres undefined)
  108.7	115.6	-14.0	109.9	-9.0	-2.0	-20.6	-7.0	-5.0	0.0	-6.9
O=C(O)c1ccccc1C(=O)NCCc1c(C(=O)O)[nH]c2ccc(F)cc12
  101.1	100.6	x	u	x	x	9.2	x	x	x	-40.4
O=C(Nc1ccccc1-c1nnn(CC(=O)N2CCCc3ccccc32)n1)c1ccc(Cl)cc1
  101.7	101.7	0.0	99.3	5.0	-1.0	4.7	-2.0	-5.0	-2.0	-4.5
CCCOP(=O)(OCCC)C(Nc1ccc(C(C)C)cc1)c1ccc([N+](=O)[O-])cc1 (centres undefined)
  94.2	98.0	-6.0	91.1	-8.0	1.0	x	-6.0	0.0	2.0	-36.2
O=C(Nc1cccc2ccccc12)c1ccc(Br)o1
  104.0	99.1	-9.0	102.9	0.0	-1.0	-11.0	-2.0	-1.0	3.0	-28.6
Cc1ccc(/C=C2\OC(=O)c3ccccc32)cc1
  104.5	104.8	-17.0	105.0	-10.0	-2.0	15.8	-9.0	-6.0	0.0	11.1
COc1ccccc1N1CCN(C(=O)c2cc3cc(Br)ccc3oc2=O)CC1
  99.1	94.1	3.0	98.1	3.0	2.0	-18.1	4.0	2.0	1.0	-28.4
CCOC(=O)N1CCC(NC(=O)c2ccc(CNS(=O)(=O)c3ccc(F)cc3)cc2)CC1
  102.3	99.0	-2.0	116.8	-2.0	0.0	11.2	1.0	-1.0	0.0	-3.6
CCOC(=O)c1ccccc1NC(=O)CC1SC(=NC)N(C)C1=O (centres undefined)
  93.6	98.8	-21.0	94.2	-11.0	-8.0	5.8	-10.0	-13.0	-7.0	-13.7
Cc1cc(C)nc(NS(=O)(=O)c2ccc(N3C(=O)C4CC=C(Cl)CC4C3=O)cc2)n1 (centres undefined)
  101.1	100.8	-1.0	101.8	1.0	-1.0	10.8	0.0	1.0	-3.0	-6.8
NNC(=O)/C(=C\c1ccc(Br)cc1)NC(=O)c1cccs1
  100.0	99.7	-4.0	101.8	0.0	1.0	-4.3	0.0	-2.0	0.0	-24.6
COc1ccc(C2=NNC(c3ccco3)=Nc3ccc(F)cc32)cc1
  101.2	99.5	0.0	102.5	0.0	0.0	17.1	0.0	1.0	4.0	-23.5
CCN(Cc1ccccc1)C(=O)/C=C/c1ccccc1[N+](=O)[O-]
  99.2	99.1	-7.0	100.1	-4.0	-4.0	19.0	-5.0	-4.0	-1.0	-13.6
O=C(OCc1cc2ccccc2[nH]c1=O)C1CCCCC1
  89.5	91.9	3.0	94.6	6.0	10.0	4.8	5.0	-6.0	4.0	-2.8
COC(=O)c1ccc(NC(=O)C(=O)N2CCN(C(=S)NCCc3ccccc3)CC2)cc1
  103.7	101.9	-15.0	102.0	-8.0	-1.0	-2.7	-8.0	0.0	0.0	-42.5

Source: PubChem
